High-throughput results (PubChem)
CRFBP-R2 block: CRF-BP/CRF-R2 complex antagonism. HEK293 CRF-R2/CRF-BP, CRF-induced calcium fluorescence. inhibition, % at 11.8 µM. 350,000 compounds, 0.59% hits. AID 588475;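 active = inhibition of the ligand-induced calcium signal above about 50% at the single tested concentration, limit read from the data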
HCV NS3 hel inh: blocks Hepatitis C virus NS3 helicase unwinding. NS3 helicase DNA unwinding, Cy5 molecular beacon fluorescence. inhibition, % at 10.9 µM. 290,000 compounds, 0.56% hits. AID 1800;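 active = inhibition above the mean of all tested compounds plus 3 SD, set per campaign, cut at about 35% in these data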;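 also: 0% = DMSO wells and 100% = thioflavine S control wells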
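System: NS3 helicase fragment of HCV / Schedule: 1 h at 25 °C / Control set: DMSO alone as 0% and 110 µM thioflavine S as 100% / Reagent: Cy5/quencher beacon DNA duplex and ATP to start / Technique: Cy5 fluorescence / Replication: singlicate / Evaluation: % inhibition of end-to-start signal ratio versus controls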
pCIP destab: compounds decreasing mouse p/CIP protein stability. F442A p/CIP-EGFP cells, EGFP fluorescence, 16 h. decrease of EGFP signal, % at 10 µM. 290,000 compounds, 0.01% hits;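 active = EGFP signal decrease of at least 30% at 10 µM or well 3 SD below plate mean, unless failing retest; inactive = the rest, including hits failing retest or dose response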; also: some compounds called inactive have numbers as strong as hits; many of its hits are not listed in these tables
Target sequence (Q05BA5 1-1403): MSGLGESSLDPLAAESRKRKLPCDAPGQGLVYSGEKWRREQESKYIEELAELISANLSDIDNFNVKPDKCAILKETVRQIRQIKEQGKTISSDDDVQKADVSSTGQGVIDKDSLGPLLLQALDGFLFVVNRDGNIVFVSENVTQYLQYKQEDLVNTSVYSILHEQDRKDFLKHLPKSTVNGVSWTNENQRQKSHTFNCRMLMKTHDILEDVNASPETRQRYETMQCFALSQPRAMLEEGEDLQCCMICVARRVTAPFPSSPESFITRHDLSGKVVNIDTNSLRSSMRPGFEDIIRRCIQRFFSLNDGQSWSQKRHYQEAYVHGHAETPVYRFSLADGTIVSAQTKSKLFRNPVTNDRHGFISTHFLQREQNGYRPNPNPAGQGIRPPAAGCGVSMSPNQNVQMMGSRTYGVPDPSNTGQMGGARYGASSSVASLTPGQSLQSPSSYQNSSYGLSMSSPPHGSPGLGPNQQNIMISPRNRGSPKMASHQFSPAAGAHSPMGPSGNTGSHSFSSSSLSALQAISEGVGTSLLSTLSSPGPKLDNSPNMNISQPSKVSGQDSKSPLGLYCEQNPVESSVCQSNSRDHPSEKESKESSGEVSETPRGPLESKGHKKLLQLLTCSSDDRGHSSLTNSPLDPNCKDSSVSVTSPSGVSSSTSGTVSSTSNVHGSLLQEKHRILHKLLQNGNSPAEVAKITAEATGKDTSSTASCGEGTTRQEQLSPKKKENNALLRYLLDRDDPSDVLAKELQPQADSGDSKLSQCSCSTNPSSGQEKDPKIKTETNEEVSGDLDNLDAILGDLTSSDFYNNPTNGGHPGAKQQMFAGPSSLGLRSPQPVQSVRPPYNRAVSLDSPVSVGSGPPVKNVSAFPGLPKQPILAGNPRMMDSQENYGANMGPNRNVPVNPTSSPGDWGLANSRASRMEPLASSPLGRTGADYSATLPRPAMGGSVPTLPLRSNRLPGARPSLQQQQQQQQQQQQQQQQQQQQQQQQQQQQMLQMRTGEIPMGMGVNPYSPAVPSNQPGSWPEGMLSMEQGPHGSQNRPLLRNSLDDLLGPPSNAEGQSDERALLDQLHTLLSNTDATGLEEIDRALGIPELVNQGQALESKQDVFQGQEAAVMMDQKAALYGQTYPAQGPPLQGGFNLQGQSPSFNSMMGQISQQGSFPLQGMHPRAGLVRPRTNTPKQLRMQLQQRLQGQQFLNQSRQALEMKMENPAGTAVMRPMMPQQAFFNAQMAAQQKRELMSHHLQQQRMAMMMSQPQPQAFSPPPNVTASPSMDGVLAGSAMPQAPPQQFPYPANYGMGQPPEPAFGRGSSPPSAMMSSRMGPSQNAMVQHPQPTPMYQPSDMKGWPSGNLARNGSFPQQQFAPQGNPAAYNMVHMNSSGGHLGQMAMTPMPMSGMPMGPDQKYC
GalR3 antag: human GalR3 antagonism; O60755; inhibition, % at 3 µM; HEK293 GalR3-CNG cAMP membrane potential fluorescence; galR3 body fused to GalR1 C-terminus; 360,000 compounds, 0.44% hits;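 active = inhibition above the screen-wide average plus 3 SD, cut at about 13% in these data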;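 also: forskolin and galanin both at EC90 stimulate the cells; cAMP rise reported by CNG channel membrane potential dye signal; 0% = forskolin plus galanin with DMSO and 100% = forskolin alone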
IMP-1 inhibitor: blocks Pseudomonas aeruginosa IMP-1 metallo-beta-lactamase; purified IMP-1, nitrocefin hydrolysis, epi-absorbance fluorescence; inhibition, % at 5.6 µM; 290,000 compounds, 0.45% hits; AID 1556;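 active = inhibition above the mean plus 3 SD of all compounds in the same screening run, cut at about 4.5% in these data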;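 also: 0% = IMP-1 with DMSO and 100% = DMSO wells lacking enzyme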
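Assay system: purified IMP-1; Quantity: IMP-1 0.2 nM before substrate addition; Medium: HEPES buffer pH 7.1 with ZnSO4 and Brij 35; Incubation: 15 min enzyme–compound preincubation, then 25 min nitrocefin reaction, 25 °C; Signal: fluorescence quenching readout, ex 480/em 530 nm; Controls: DMSO with and without IMP-1; Repeats: singlicate testing.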
IDE inh: inhibitors of human insulin-degrading enzyme in cells; HEK cells, FAbetaB cleavage, fluorescence polarization; AID 434962; 320,000 compounds, 0.41% hits; inhibition, % at 5.59 µM;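 active = percent inhibition above the average of all tested compounds plus 3 SD, set per screening campaign, cut at about 16% in these data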;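 also: IDE supplied by intact live HEK cells; FP after avidin binding of uncleaved biotin substrate so inhibition keeps polarization high; 0% = DMSO wells and 100% = 60 µM reference IDE inhibitor Ii1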
VIM-2 inh: blocks Pseudomonas aeruginosa VIM-2 metallo-beta-lactamase; purified VIM-2, nitrocefin hydrolysis, epi-absorbance fluorescence; inhibition, % at 5.6 µM; 290,000 compounds, 0.89% hits; AID 1527;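 active = inhibition above the mean of all tested compounds plus 3 SD, cutoff set per screening run, cut at about 7.5% in these data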;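 also: red hydrolysis product quenches plate fluorescence so inhibitors raise well fluorescence; 0% = enzyme with DMSO and 100% = DMSO without enzyme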
IDE cell activ: IDE (human) activation, cell-based; HEK cells, FAbeta-B cleavage, fluorescence polarization; 0% vehicle, 100% cell-free pure enzyme wells; activation, % at 5.96 µM; 340,000 compounds, 0.073% hits; AID 493087;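 active = activation above the mean of all tested compounds plus 3 SD, set per screening campaign, cut at about 17% in these data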
UBC9 SUMO inh: blocks human SUMOylation mediated by UBC9; P63279; HTRF SUMOylation assay, SAE1/SAE2 + UBC9, in vitro; inhibition, % at 35 µM; 290,000 compounds, 0.36% hits; in the data active = inhibition above about 50%, passing the limit was not always enough; also: strong numbers were not always called active
An asterisk follows results filed as active; nt = no result given.

SMILES	CRFBP-R2 block	HCV NS3 hel inh	pCIP destab	GalR3 antag	IMP-1 inhibitor	IDE inh	VIM-2 inh	IDE cell activ	UBC9 SUMO inh
O=C(Cn1ccc(C(F)(F)F)n1)N/N=C/c1ccc(N2CCOCC2)cc1	8	1	1	0	-3.0	1	-2.4	-2	25
Cc1ccc(OCC(=O)Nc2cnn(CCCC(=O)O)c2)c([N+](=O)[O-])c1	6	9	8	-4	-0.9	2	-0.8	2	8
COC(=O)CCCC1=CC2=CC(=O)C(C)(OC(=O)c3cccs3)C(=O)C2=CN1c1ccccc1 (stereo not drawn)	1	nt	nt	-4	nt	-1	nt	2	nt
O=C(NCc1ccccn1)c1ccc(Cl)c(S(=O)(=O)N2CCOCC2)c1	-4	-9	-7	-3	-0.8	3	-1.5	0	1
CC(=O)c1cccc(NC(=O)CN2C(=O)c3cccnc3Oc3ccc(Cl)cc32)c1	0	-9	-8	-9	-1.3	-6	-1.1	9	nt
CN(C)c1ccnc2sc(C(=O)c3ccc(Br)cc3)c(N)c12	-38	8	5	-1	1.1	0	-1.2	0	18
Cc1nc2cc(NC(=O)Nc3ccccc3Cl)ccc2n1C	-4	-5	-11	0	-1.6	14	-0.2	-2	-3
Cc1cc(C(=O)NNC(=S)NCc2ccco2)nn1C	8	8	-6	-4	-3.9	5	-3.6	-7	4
Cc1cc(C)c(S(=O)(=O)Nc2ccnc(-c3cccnc3)n2)c(C)c1	15	1	14	0	-2.9	1	-4.5	1	5
COC(=O)CCCC(=O)N1CCC(n2nccc2NC(=O)CCOc2ccccc2)CC1	-8	7	-11	-2	-3.5	4	-1.0	8	12
O=C(COC(=O)c1cc[n+]([O-])cc1)Nc1ccc(SC(F)F)cc1	-4	4	0	1	-2.4	4	-1.5	-4	12
O=C(Nc1ccccc1)c1cc([N+](=O)[O-])ccc1NCc1cccnc1	-7	-1	9	-5	-1.9	-1	-1.9	8	-9
CN(C)c1cccc2c(/C=N/O)ccc(N(C)C)c12	0	-8	-20	-3	2.0	4	1.8	8	30
O=C(COC(=O)CCC1CCCC1)Nc1ccc(F)cc1	3	nt	nt	-8	nt	5	nt	3	nt
CC(CCc1ccccc1)NC(=O)COC(=O)c1cccnc1Cl (stereo not drawn)	8	nt	nt	-5	nt	1	nt	0	nt
CCCN(CC(=O)Nc1ccccc1C)C(=O)COc1c(Cl)cccc1Cl	4	nt	nt	-6	nt	3	nt	2	nt
Cc1cc(C(=O)NC(C)c2ccncc2)cs1 (stereo not drawn)	1	2	-10	-1	-6.8	0	-3.0	7	18
O=C(NCCC1CCCCN1S(=O)(=O)c1ccc(F)cc1)C(=O)NCc1ccccn1 (stereo not drawn)	-9	nt	nt	1	nt	0	nt	-1	nt
CCc1nnc(NC(=O)CC(=O)Nc2ccccc2C(=O)O)s1	19	2	-10	nt	-3.1	2	-1.4	6	23
O=C(Cc1ccccc1[N+](=O)[O-])NNC(=O)c1ccncc1	-1	nt	nt	-5	nt	-4	nt	3	nt
CC(=O)c1c[nH]c(C(=O)NC2CCCCCC2)c1	-1	0	0	0	-2.1	5	0.4	0	-8
CSCCC(NC(=O)c1ccccc1)C(=O)OCC(=O)N(C)CCC#N (stereo not drawn)	3	2	-1	-1	-2.3	2	-0.3	6	-9
C=C(C)c1cccc(C(C)(C)NC(=O)N2CCC(C(N)=O)CC2)c1	6	-4	12	-1	0.0	5	-0.1	-1	1
CN(Cc1nccn1C)C(=O)c1cc(COc2cccc(C(F)(F)F)c2)on1	-15	1	-2	-7	-4.1	5	-2.9	5	-4
Cc1nonc1OCCCNc1ccc([N+](=O)[O-])cc1Cl	31	12	2	-6	-1.9	-1	-2.7	6	-3
S=C1NC(c2cccs2)=CC(c2ccc(Br)cc2)N1 (stereo not drawn)	-9	0	0	-1	-4.3	17*	-2.5	-4	10
Cc1cc(=O)n2[nH]c(C)cc2n1	3	-2	-5	-4	0.0	7	1.2	6	12
O=C(/C=C/c1ccco1)N(Cc1ccccc1)C1CCS(=O)(=O)C1 (stereo not drawn)	3	8	-3	2	-2.6	2	-2.4	-4	12
CCCc1c(C)nc2ccccc2c1SCCC#N	0	-4	-4	-6	-4.2	-1	-2.5	-5	15
O=[n+]1c2c(n([O-])c3c1CCC3)CCCC2	20	1	-7	-3	-0.4	-1	-0.6	2	9
COc1cc(NC(=O)COc2cc(C)cc3oc(=O)c(C)c(C)c23)cc(OC)c1OC	8	6	-11	-6	-3.4	-1	4.7	7	15
Cc1ccc(NC(=O)c2ccc(NCCCN3CCC(C)CC3)c([N+](=O)[O-])c2)c(C)c1	2	-27	-5	-11	-3.0	3	-1.9	-3	17
CCOC(=O)c1c(-c2ccccc2)oc2ccc(O)c(CN3CCOCC3)c12	-14	-17	8	-4	-8.0	1	-5.3	-4	18
N#C/C(=N\Nc1c(Cl)cccc1Cl)C(=O)NN	24	-3	-2	-1	-3.2	0	-2.8	2	6
Nc1nc(SCc2nc3scc(-c4ccccc4)c3c(=O)[nH]2)n[nH]1	4	3	-13	-6	-4.0	5	-4.4	6	10
O=C(COC(=O)c1cc(S(=O)(=O)N2CCOCC2)ccc1F)Nc1ccc(Cl)cn1	-6	nt	nt	-1	nt	2	nt	-3	nt
O=C(CSc1nnc(CNc2ccc(F)cc2)o1)N1CCCc2ccccc21	-9	-3	-12	0	-2.8	-3	1.8	7	15
Cc1ccc(CNc2nc(N)c([N+](=O)[O-])c(Nc3cccc(F)c3)n2)cc1	-19	-2	-2	-3	-4.0	1	-5.7	7	17
NC(=S)N/N=C/c1ccc(Br)o1	3	-5	-5	0	-2.2	3	-2.4	0	16
CN(C)S(=O)(=O)NCc1ccc2c(c1)OCO2	6	9	-12	-6	-2.2	2	-4.7	4	12
O=[N+]([O-])c1ccc(Sc2n[nH]c(-c3ccc(Cl)cc3Cl)n2)nc1	21	2	6	-2	-0.5	2	-2.6	4	-28
Cc1csc(SCC(=O)NC(=O)NCc2ccccc2)n1	5	25	-3	-2	0.8	3	-0.2	4	11
CN(C)c1ccc(C(=O)C(=O)c2ccccc2)cc1	22	0	-3	-12	-0.2	4	-3.4	4	18
O=C1c2ccccc2C(=O)N1CCC1=CCCCC1	7	1	16	-4	-5.5	-7	-3.8	2	4
CC1CC(C)CN(C(=O)CSCC(=O)Nc2nc(-c3cccs3)cs2)C1 (stereo not drawn)	-25	10	-7	nt	-3.8	-2	-1.7	-1	-3
O=C(O)c1ccccc1C(=O)c1ccc2c(c1)N(Cc1ccc(Cl)c(Cl)c1)C(=O)CO2	-25	-12	0	-6	-3.0	1	-2.1	2	-7
CC(=O)c1ccc(OC(C)C)c(CC(C(N)=O)C(N)=O)c1	16	-4	-26	-3	-4.1	-8	-2.4	1	19
CCN1CCN(CC(=O)Nc2ccc(C(C)=O)cc2)CC1	4	-5	-6	-11	-0.6	2	-0.3	-1	2
CC1CCCCN1S(=O)(=O)c1ccc(N(C(=O)c2cnccn2)C(C(=O)NC2CCCC2)c2cccs2)cc1 (stereo not drawn)	-38	9	3	-4	-0.2	0	-1.6	2	-5
CCn1c(SCC(=O)N/N=C/C=C\c2ccco2)nc2ccccc21	-43	22	-9	-4	-2.9	3	-2.1	-1	33

Record cards (already shown).
CCn1c(SCC(=O)N/N=C/C=C\c2ccco2)nc2ccccc21 is listed with CRFBP-R2 block: -43; HCV NS3 hel inh: 22; pCIP destab: -9; GalR3 antag: -4; IMP-1 inhibitor: -2.9; IDE inh: 3; VIM-2 inh: -2.1; IDE cell activ: -1; UBC9 SUMO inh: 33
O=C(Cn1ccc(C(F)(F)F)n1)N/N=C/c1ccc(N2CCOCC2)cc1 is listed with CRFBP-R2 block: 8; HCV NS3 hel inh: 1; pCIP destab: 1; GalR3 antag: 0; IMP-1 inhibitor: -3.0; IDE inh: 1; VIM-2 inh: -2.4; IDE cell activ: -2; UBC9 SUMO inh: 25

(listing goes on)
SMILES	CRFBP-R2 block	HCV NS3 hel inh	pCIP destab	GalR3 antag	IMP-1 inhibitor	IDE inh	VIM-2 inh	IDE cell activ	UBC9 SUMO inh
CN(C)C(=O)N1CCC(C(=O)NCc2ccccc2Cl)CC1	2	3	3	-7	-3.2	-2	-3.0	-1	-4
O=C(COC(=O)C1CC(=O)N(Cc2ccccc2)C1)c1ccc(Br)cc1 (stereo not drawn)	-4	6	2	-4	-1.2	1	-2.4	5	-9
O=C(C1CCC(CNS(=O)(=O)c2cccs2)CC1)N1CCN(c2ccc(Cl)cc2)CC1 (stereo not drawn)	-3	-19	3	-9	-2.9	-4	-1.8	-1	-9
CC(=O)c1cc2c(cc1NC(=O)CCNC(=O)c1ccccc1Cl)OCO2	-17	6	-7	-4	-0.5	3	-3.8	0	31
O=C(COC(=O)/C=C/c1ccc(F)cc1)NCc1cccs1	3	nt	nt	1	nt	-1	nt	4	nt
O=C(COc1ccc(Cl)cc1)c1ccc(O)cc1O	14	4	-7	-2	-2.2	1	-2.8	4	8
COC(=O)C1(S(=O)(=O)c2ccc(C)cc2)CCOCC1	8	6	-2	-1	-2.2	5	-0.1	5	25
COc1ccc(C2CC(c3cccc(OC)c3OC)n3nnnc3N2)cc1 (stereo not drawn)	-4	-1	3	-3	-0.3	0	-1.3	5	22
O=C(CSc1nnc(NC(=O)c2c(F)cccc2F)s1)Nc1ccccc1F	-1	3	4	-5	-3.1	7	0.6	3	8
Cc1ccc(N/C=C/C(=O)c2sc(-c3ccccc3)nc2C)cc1	14	12	1	1	-0.5	0	-0.7	-2	-3
NC(=O)C1CCN(C(=O)CSc2nc3ccccc3o2)CC1	-25	-4	-8	0	-0.4	nt	0.9	3	6
O=C(CN1C2=NCCN2c2ccccc21)c1ccc(Br)cc1	-10	-31	-14	-4	-0.5	6	-2.9	4	19
CCS(=O)(=O)c1ccc(-c2cccc(NC(=O)c3ccc(Br)o3)c2)nn1	4	nt	nt	-5	nt	4	nt	-1	nt
O/N=C\c1ccc2noc(-c3ccc(Cl)cc3)c2c1	-8	8	2	-9	-0.1	1	0.3	4	10
CCCCn1c(SCC(=O)NNC(=O)c2ccccc2)n[nH]c1=O	-5	nt	nt	-6	nt	5	nt	5	nt
COc1ccc2cc(C3CC(c4cccs4)=NN3C(C)=O)c(Cl)nc2c1 (stereo not drawn)	1	-3	1	-4	-2.9	4	-1.6	0	9
O=C(c1cnc2n(c1=O)CCS2)N(c1ccccc1)C1CCCCC1	3	3	3	-2	-4.1	11	-2.8	4	6
COc1cc(CNCCO)ccc1OCCc1ccccc1	3	3	3	-10	-2.4	0	-0.5	-2	10
CCC/C(O)=C1\C(=O)CCCC1=NC(C)C(=O)O (stereo not drawn)	-16	0	10	1	-6.1	3	-3.0	1	-20
O=C(Nc1ccc(Cl)c(S(=O)(=O)N2CCOCC2)c1)C1CCCC1	4	nt	nt	-6	nt	-3	nt	0	nt
NC(=O)CC(c1ccccc1)c1ccco1 (stereo not drawn)	-12	-2	-7	-3	-0.6	0	1.5	4	21
O=C(Cn1c(=O)n(Cc2ccccc2)c(=O)c2cc(Cl)ccc21)NCC1CCCO1 (stereo not drawn)	-23	-2	0	-10	0.3	4	-0.3	3	-15
CSc1nnc(C)c(=O)n1COC(=O)c1cc(Cl)ccc1[N+](=O)[O-]	-1	14	16	-5	-1.8	6	-0.4	4	11
